Screening results as filed in PubChem BioAssay.
RXFP1 ag: RXFP1 (human) receptor agonism; Q9HBX9; HEK293T-RXFP1 cAMP TR-FRET, 30 min; response scale: percent of porcine relaxin response, buffer zero; Potency, µM (top dose mostly 57.5 µM), inactives show at the highest dose activation, hits mostly activators; 370,000 compounds, 0.3% hits; AID 2676; note: potency is the fitted concentration of half-maximal effect; % is set by controls: 0 for no effect and ±100 for the full control effect; nearly all actives have a fitted effect of over 60% in size; many of its hits are not listed in these tables
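HEK293 cells stably expressing RXFP1, treated 30 min at 37C with compounds plus PDE4 inhibitor Ro 20174; cAMP measured by HTRF TR-FRET. Normalized to buffer and 29 nM porcine relaxin; EC50 by Hill fit.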
D2 PAM: positive allosteric modulators of human D2 dopamine receptor. P14416. 340,000 compounds, 0.34% hits. HEK293 T-REx D2, calcium flux, EC20 dopamine potentiation. potentiation, % at 10 µM;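 active = potentiation over 3 SD above the plate norm, cut at about 30% in these data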; note: 0% is about no effect
Target sequence (P14416 whole entry, looked up): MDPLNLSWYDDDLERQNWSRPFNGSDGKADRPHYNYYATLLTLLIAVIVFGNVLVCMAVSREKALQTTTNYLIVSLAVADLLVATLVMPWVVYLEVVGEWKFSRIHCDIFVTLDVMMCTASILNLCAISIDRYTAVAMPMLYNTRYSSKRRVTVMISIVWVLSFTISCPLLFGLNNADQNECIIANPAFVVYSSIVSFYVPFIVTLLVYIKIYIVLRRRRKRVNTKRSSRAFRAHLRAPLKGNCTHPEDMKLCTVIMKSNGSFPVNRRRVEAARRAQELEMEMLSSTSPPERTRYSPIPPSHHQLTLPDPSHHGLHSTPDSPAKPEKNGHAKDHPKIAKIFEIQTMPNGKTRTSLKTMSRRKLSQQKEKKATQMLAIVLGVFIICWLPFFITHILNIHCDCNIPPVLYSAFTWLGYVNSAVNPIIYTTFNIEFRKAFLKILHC
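Primary screen. Calcium kinetics in induced HEK293 T-REx D2 cells: compound pre-addition 180 s, EC20 dopamine, 180 s more.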
D1 potentiator: human D1 dopamine receptor positive modulation | P21728 | HEK293 TREx D1 cells, calcium flux, dopamine EC20 potentiation | potentiation, % at 10 µM | 360,000 compounds, 0.036% hits | AID 504651; in the data active = potentiation above about 30%; note: 0% is about no effect
D1 antagonist: blocks dopamine activation of the human D1 receptor; 360,000 compounds, 3.2% hits; HEK293 TREx D1 cells, calcium flux, dopamine EC80; hits give low values; activity change, negative = inhibition, % at 10 µM; in the data active = activity change below about -30%; note: % is set by controls: 0 for no effect and ±100 for the full control effect
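Tetracycline-induced HEK293 T-REx cells with force-coupled D1 receptor were loaded with a no-wash calcium dye. Compound was added after a 10 s baseline and read kinetically for 180 s; EC80 dopamine was then added and calcium flux followed another 180 s.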
Vif-A3G inh: Vif-A3G binding inhibition; HeLa A3G-eYFP + Vif (tagged APOBEC3G with the HIV-1 protein that degrades it), YFP fluorescence, overnight; Potency, µM (doses to about 46.1 µM), inactives show top-dose activity, negative = active, actives largely listed as inhibitors; 410,000 compounds, 0.076% hits; AID 602310;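 note: potency is the fitted concentration of half-maximal effect; % is set by controls: 0 for no effect and ±100 for the full control effect; nearly all actives have a fitted effect of over 60% in size; hits raise eYFP signal because A3G escapes Vif-driven loss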
Target sequence (Q9HC16 whole entry, looked up): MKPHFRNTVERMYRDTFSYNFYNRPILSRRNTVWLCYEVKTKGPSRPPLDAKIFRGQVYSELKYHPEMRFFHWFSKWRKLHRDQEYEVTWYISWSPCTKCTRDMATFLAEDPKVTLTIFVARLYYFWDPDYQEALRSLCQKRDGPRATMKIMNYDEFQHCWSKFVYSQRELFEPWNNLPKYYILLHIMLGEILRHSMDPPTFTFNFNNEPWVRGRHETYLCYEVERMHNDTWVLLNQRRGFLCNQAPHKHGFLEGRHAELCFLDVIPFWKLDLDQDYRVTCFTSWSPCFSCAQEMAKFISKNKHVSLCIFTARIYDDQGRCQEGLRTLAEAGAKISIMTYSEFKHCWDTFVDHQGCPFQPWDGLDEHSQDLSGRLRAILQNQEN
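HeLa cells stably expressing Vif and C-terminally eYFP-tagged A3G, seeded overnight at 37 deg C, then exposed to compound by pintool overnight at 37 deg C. Rise in yellow fluorescence (Ex 488/Em 500-530, Acumen) marks blocked Vif-driven A3G degradation.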
GRP78 ERSR act: inducers of ER stress response in human glioma cells. U87-MG GRP78 promoter luciferase reporter, 16 h. Potency, µM, for the others: at the top dose activation, usual class: activators. 420,000 compounds, 0.02% hits. AID 602332; note: potency is the fitted concentration of half-maximal effect; series mostly up to about 76 µM; % of control where 0% means no effect; nearly all actives have a fitted effect of over 35% in size
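Stably transfected U87-MG glioma cells carrying a GRP78-based luciferase sensor; 16 h compound incubation. Luminescence end-point read 10 min after Bright-Glo addition at room temperature.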
Vif-A3F inh: Vif-A3F binding inhibition. HeLa A3F-eYFP + Vif (tagged APOBEC3F with the HIV-1 protein that degrades it), YFP fluorescence increase. Potency, µM (highest dose often 46.1 µM), for inactives: at the highest dose activity, negative = active. AID 602313. 390,000 compounds, 0.2% hits; note: potency is the fitted concentration of half-maximal effect; % of control where 0% means no effect; nearly all actives have a fitted effect of over 65% in size
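HeLa cells stably expressing Vif plus C-terminally eYFP-tagged A3F were seeded, incubated overnight at 37 deg C, dosed with compound, incubated overnight again at 37 deg C. Yellow fluorescence (Ex 488/Em 500-530) reported blocked Vif-mediated A3F-eYFP degradation.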
RXFP1 antag: blocks the human relaxin receptor RXFP1. HEK293-RXFP1, relaxin-stimulated cAMP HTRF, 30 min; hits give low values. activity change, negative = inhibition, % at 57.5 µM. 350,000 compounds, 0.59% hits;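 active = activity change of -60% or lower, but not beyond a set lower limit; inconclusive = change between -60% and -40%, or beyond the set limit; inactive = change above -40%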; note: % is set by controls: 0 for no effect and ±100 for the full control effect
D1 agonist: agonists of human D1 dopamine receptor | HEK293 T-REx D1 cells, calcium flux, agonist mode | activation, % at 2 µM | 360,000 compounds, 1% hits; in the data active = activation above about 30%; note: 0% is about no effect
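Agonism was scored from calcium flux recorded over 180 s (1 read/s) after pintool compound addition, following a 10-cycle baseline. Cells were inducible force-coupled HEK293 TREx D1, plated overnight at 30 C and loaded with no-wash calcium dye.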
Active calls of the source: *; ? = inconclusive; . = not tested or not shown; & = joins results of further samples. Unless noted, calls come from the whole dose curve; as a rule, active = well fitted curve in the direction sought with a large enough effect; inconclusive = small, poorly fitted or top-dose-only effect, or another doubt; inactive = no such curve, though single readings can be large; an effect the other way counts as inactive or inconclusive. This is a subset; the hit share may differ from the screen's.

SMILES,Vif-A3F inh,GRP78 ERSR act,Vif-A3G inh,D1 potentiator,D1 antagonist,D2 PAM,D1 agonist,RXFP1 ag,RXFP1 antag
O=C(NNC(=O)c1cc(-c2ccccc2)n(-c2ccccc2)n1)c1cccc([N+](=O)[O-])c1,-6%,6%,-1%,-2,-11,11,0,0.3%,-16
Cc1cccc(C)c1OCC(=O)N(Cc1ccc(N(C)C)cc1)C1CCS(=O)(=O)C1 (configuration not stated),5%,-4%,1%,-2,-8,5,2,-1.7%,0
CCOc1cc(C2Sc3ccccc3NC3=C2C(=O)c2ccccc23)ccc1O (configuration not stated),1%,1%,3%,0,-6,0,0,1.2%,6
Cc1ccccc1OCCNC(=O)c1ccco1,-7%,9%,-1%,3,13,-2,-3,3.3%,-4
CC(Sc1ncccn1)C(=O)NNC(=O)c1cccc(Cl)c1 (configuration not stated),-13%,0%,0%,.,.,.,.,.,-3
Cc1ccc(C2=Nc3ccccc3N=C(c3ccc([N+](=O)[O-])cc3)C2)c(O)c1,2%,-4%,3%,0,-8,12,2,-0.4%,4
CN(Cc1nc2ccccc2n1C)c1ccccc1,-4%,5%,0%,1,-4,-4,4,-0.6%,6
CCOC(=O)/C=C1\SCC(=O)N1CC(=O)Nc1ccc(C(C)C)cc1,-8%,0%,0%,-5,2,-7,0,-0.7%,-2
O=C1CCCCC1Nc1ccc(Cl)cc1 (configuration not stated),1%,-4%,0%,.,.,.,.,.,0
COc1ccc(CCC(=O)Nc2nnc(C(F)(F)F)s2)cc1,3%,-2%,-7%,-1,-11,-4,10,2.1%,-2
COc1cccc(N2C(=O)CSC23C(=O)N(CC(=O)NCc2ccc(C)cc2)c2ccccc23)c1 (configuration not stated),5%,-5%,-3%,-4,8,-1,0,0.2%,.
CC(=O)c1sc(N/N=C/c2cccc(O)c2)nc1C,-3%,5%,-8%,-2,8,6,-1,0.7%,.
CCCS(=O)(=O)N1CC(=O)N(c2ccc(Cl)cc2)C(C)(C(=O)NC2CCCC2)C1 (configuration not stated),8%,-4%,1%,-1,-3,-10,2,3.8%,-12
COc1ccccc1NC(=O)CCN1CC(C)OC(C)C1 (configuration not stated),-6%,-4%,0%,-5,4,-1,0,-1.0%,-3
COc1ccc(CNC(=O)C2CC=CCC2C(=O)O)cc1OC (configuration not stated),1%,-6%,-1%,4,21,11,3,3.1%,0
CCc1cccc(NC(=O)Cn2cc(C=O)c3ccccc32)c1,5%,-3%,0%,-4,-30*,.,14,4.1%,0
O=C(CN1CCN(Cc2ccc(Cl)cc2)CC1)N/N=C/c1cccc(F)c1,-7%,-4%,1%,-13,-30,8,30,-1.0%,-19
CCCn1c(=O)c2c(c3ccccc31)OCC(=O)N2,-3%,-4%,-3%,-2,-1,2,2,0.2%,-7
c1ccc(-c2cc3c(N4CCN(c5ncccn5)CC4)ncnc3s2)cc1,-3%,1%,0%,-3,-11,4,1,?,-5
O=[N+]([O-])c1ccc(Cl)c(C2Nc3cccc4cccc(c34)N2)c1,1%,-4%,-8%,-3,15,8,0,3.1%,-3
Cc1cc(NC(=O)CCC(=O)N(CC(=O)NCC2CCCO2)c2ccc3c(c2)OCCO3)no1 (configuration not stated),-7%,-3%,0%,-4,11,7,0,-0.1%,-3
COC(=O)c1cc(C(=O)Nc2nc3ccccc3[nH]2)cc([N+](=O)[O-])c1,1%,4%,-3%,-8,-4,3,0,-2.6%,3
Cc1ccc(C(=O)Nc2ccc(F)cc2)cc1S(=O)(=O)N1CCCCCC1,4%,1%,1%,-2,-13,-6,4,1.0%,-3
CN1C(=O)/C(=C2\SC(=S)N(CC3CCCO3)C2=O)c2ccccc21 (configuration not stated),.,.,.,-7,-15,15,1,1.6%,.
CC1CC(C)CN(S(=O)(=O)N2CCCC(C(=O)NC(C)c3ccccc3)C2)C1 (configuration not stated),1%,-2%,4%,-2,7,11,6,-0.8%,-7
Cc1c(C#N)c(N)nc(Cl)c1C#N,6%,-8%,-9%,-4,-4,9,3,-0.5%,-6
CCCCOc1ccc(NC(=O)Nc2nnc(C)s2)cc1,0%,-4%,1%,-2,2,-9,1,-2.4%,0
CN(C)C(=S)Oc1ccccc1-c1ccccc1OC(=S)N(C)C,0%,-2%,-5%,-4,0,-4,4,-0.2%,.
CC(NC(=O)C1CCN(C(=O)c2ccc(F)cc2)CC1)c1ccc(-n2ccnc2)cc1 (configuration not stated),6%,-8%,-1%,.,2,9,2,-1.0%,18
Cn1c(CN2CCOCC2)nc2cc(NC(=O)c3ccc(Cl)cc3)ccc21,3%,-2%,2%,-4,-3,-4,3,1.8%,-5

Whole records as entered above. Values in the order: Vif-A3F inh | GRP78 ERSR act | Vif-A3G inh | D1 potentiator | D1 antagonist | D2 PAM | D1 agonist | RXFP1 ag | RXFP1 antag
Results for `CN(C)C(=S)Oc1ccccc1-c1ccccc1OC(=S)N(C)C` : 0% | -2% | -5% | -4 | 0 | -4 | 4 | -0.2% | .
Results for `Cc1ccc(C(=O)Nc2ccc(F)cc2)cc1S(=O)(=O)N1CCCCCC1` : 4% | 1% | 1% | -2 | -13 | -6 | 4 | 1.0% | -3
Results for `CN1C(=O)/C(=C2\SC(=S)N(CC3CCCO3)C2=O)c2ccccc21` (configuration not stated) : . | . | . | -7 | -15 | 15 | 1 | 1.6% | .

Next part
SMILES,Vif-A3F inh,GRP78 ERSR act,Vif-A3G inh,D1 potentiator,D1 antagonist,D2 PAM,D1 agonist,RXFP1 ag,RXFP1 antag
Cc1cc2ncn(CCCCOc3ccccc3)c2cc1C,-2%&-7%,-5%&0%,2%&1%,-2&4,-13&4,14&6,15&0,-0.1%&0.5%,-6&-18
Cc1ccc(S(=O)(=O)N2CCN(C(=O)c3ccc(S(=O)(=O)N4CCCC4)cc3)CC2)cc1,0%,-3%,-4%,-3,1,-4,1,1.3%,7
CC(C)[C@H](NC(=O)NCCc1ccc(F)cc1)C(=O)O,-11%,-2%,1%,1,2,-14,3,1.4%,-7
CC(C)OCCCn1c(SCC(=O)N2CCc3ccccc32)nc2ccccc2c1=O,-5%,-4%,-1%,-4,19,10,6,0.6%,-7
Cc1cc(C)c(N(C(=O)Cn2nnc3ccccc32)C(C(=O)NC(C)(C)C)c2ccsc2)c(C)c1 (configuration not stated),-7%,-3%,-3%,-2,3,7,0,15%,-3
O=C(NCCN1CCOCC1)c1ccccc1[N+](=O)[O-],-1%,-3%,3%,-1,-6,6,3,1.6%,-4
CCN(CC)C(=O)C1CCCN(Cc2ccccc2C(F)(F)F)C1 (configuration not stated),-4%,-3%,-1%,8,-10,-11,-2,0.1%,1
Cc1ccccc1OCC(=O)Nn1c(COc2ccccc2)nc2ccccc2c1=O,-13%,0%,-1%,-1,.,-3,-1,-1.6%,-4
CN(Cc1ccccc1)C(=O)CC(=O)N(C)Cc1ccccc1,5%,-1%,8%,1,-4,34*,10,2.8%,-7
Cc1cc2cc(CNC(=O)C3CCCC3)ccc2n1C,-14%,2%,3%,-13,-30*,1,2,5.8%,4
Cc1cccc(-c2nc(Cn3c(SCc4cccc(C(F)(F)F)c4)nc4ccncc43)c(C)o2)c1,4%,-4%,2%,-3,2,-4,11,?,.
O=C(Nc1ccc(Cl)cc1C(=O)Nc1ccc(Br)cn1)c1ccco1,-1%,-4%,-4%,-5,9,-5,4,0.3%,-17
COc1cc(/C=C/c2onc(C)c2[N+](=O)[O-])cc(OC)c1OC,-5%,1%,0%,.,.,.,.,.,6
CCCCNC(=O)C(CC)Sc1nc2ccccc2c(=O)n1Cc1ccco1 (configuration not stated),0%,-5%,-2%,5,16,8,6,1.3%,-17
Cc1ccc(S(=O)(=O)N2CCCCC2)cc1C(=O)N1CCCCCC1,?,-3%,-3%,.,-1,3,10,0.2%,-5
O=C(O)CC1(CC(=O)N2CCOCC2)CCCC1,6%,0%,0%,3,-6,36*,1,2.7%,-6
CCCCN(CCCC)C(=O)C1CC=CCC1C(=O)O (configuration not stated),11%,4%,2%,-5,-22,5,-1,-1.6%,2
S=C1NCN(Cc2ccccc2)CN1C1CCCCC1,-21%,5%,1%,0,-13,.,0,1.4%,-5
Cc1ccc2c(Cl)cc(Cl)c(OCC(=O)NCc3ccco3)c2n1,.,.,.,0,-3,4,-1,-0.3%,.
C=CCCC(=O)N1CCC(Oc2cccc(C(=O)NCc3ccccn3)c2)CC1,-3%,-3%,-1%,6,-6,6,0,1.1%,-8
CN(C)c1ccc(C(=O)NCCCSc2ccccc2)cc1,-6%,5%,-3%,-6,-3,-17,1,1.9%,-10
O=C(CNC(=O)c1cccs1)Nc1cccc(S(=O)(=O)N2CCOCC2)c1,-12%,-2%,-1%,4,-12,9,0,-1.8%,-10
CCCCCCc1c(O)nc(SCC(=O)O)[nH]c1=O,1%,0%,2%,.,-5,9,3,-1.3%,.
O=C(N/N=C/c1c[nH]c2ccccc12)c1ccncc1,-9%,-1%,3%,9,12,-9,0,-2.3%,-14
O=C(NC1CCCN(Cc2ccc(Cl)cc2)C1)c1c(F)ccc(F)c1F (configuration not stated),12%,-4%,0%,0,-12,3,2,-2.2%,-1
Cc1ccc(COc2ccsc2C(=O)NN)cc1,-4%,9%,-3%,-2,-12,3,3,-1.6%,-7
COc1ccc(CCC(C)Nc2ccccc2F)cc1 (configuration not stated),-17%,-2%,-2%,-3,-11,5,0,0.0%,-18
CC(NC(=O)CN1C(=O)c2cccnc2Oc2ccc(Cl)cc21)c1ccccc1 (configuration not stated),9%,-3%,0%,-1,7,4,0,1.6%,-22
O=S(=O)(NCC(O)COCc1ccco1)c1cccs1 (configuration not stated),-1%,2%,0%,-2,2,-3,28,2.4%,-3
COc1ccc(CCNS(=O)(=O)c2cccc3nsnc23)cc1OC,-10%,0%,2%,-8,11,11,19,2.2%,0
CCCNC(=S)Nc1ccccc1,-2%,-3%,1%,-4,5,15,1,-1.7%,-3
